GC-B act = human GC-B receptor activators, primary screen, HEK293 GC-B cells, cGMP TR-FRET, EC30 CNP. 0% at EC30 CNP, 100% saturating CNP. activation, % at 10 µM. 0.11% of 370,000 active. AID 1920062, 2024;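 active means activation at 10 µM reaching about 35% in either raw or pattern-adjusted values, limit read from the data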
HTRA1 inh = HTRA1 serine protease inhibitors, primary screen, biochemical, fluorescence polarization, HTS | Q92743 | recombinant HTRA1, FP-rhodamine activity-based probe | inhibition, % at 5.96 µM | 0.5% of 340,000 active | AID 504803, 2011; in the data active means inhibition above about 36%;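 further: 0% = enzyme with DMSO and 100% = wells lacking enzyme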
Target sequence (Q92743 whole entry, looked up): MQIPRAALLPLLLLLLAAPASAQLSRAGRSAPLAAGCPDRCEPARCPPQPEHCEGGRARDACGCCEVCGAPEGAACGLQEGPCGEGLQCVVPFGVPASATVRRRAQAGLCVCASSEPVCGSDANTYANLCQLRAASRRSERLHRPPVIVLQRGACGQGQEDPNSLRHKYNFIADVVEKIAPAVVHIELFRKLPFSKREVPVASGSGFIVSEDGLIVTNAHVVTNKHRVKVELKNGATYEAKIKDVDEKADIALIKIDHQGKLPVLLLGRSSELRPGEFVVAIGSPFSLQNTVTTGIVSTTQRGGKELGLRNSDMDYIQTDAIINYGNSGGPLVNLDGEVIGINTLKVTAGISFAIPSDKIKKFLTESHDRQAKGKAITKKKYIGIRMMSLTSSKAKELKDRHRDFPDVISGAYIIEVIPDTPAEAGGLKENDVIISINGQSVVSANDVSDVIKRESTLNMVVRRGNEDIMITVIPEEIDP
SMARCA2 activ = SMARCA2 (BRM) function activators, primary screen, cell-based, luminescence, high throughput | MG213 cells, MMTV-luciferase reporter, dexamethasone, overnight | activation, % at 9.1 µM | AID 652017, 2013 | 1% of 370,000 active; in the data active means activation above about 7.8%;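 further: 0% = vehicle wells and 100% = reference activator wells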
rCAG binder = binders of r(CAG) RNA repeats, primary screen, biochemical, fluorescence. r(CAG) RNA repeat, TO-PRO-1 dye displacement fluorescence. inhibition, % at 3 µM. 1.3% of 370,000 active;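 active means inhibition above the plate cutoff, the mean of all test compounds on that plate plus 3 SD, cut at about 35% in these data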;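 further: 0% = DMSO alone and 100% = 100 µM mitoxantrone as full dye displacement; higher means more dye released from RNA so lower well fluorescence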
NPR1 activator = GC-A stimulated cGMP production enhancers – HEK293 GC-A cells, cGMP TR-FRET, EC30 ANP, primary screen | 0.14% of 370,000 active | activation, % at 10 µM | 0% at EC30 ANP, 100% saturating ANP | Atrial natriuretic peptide receptor 1 (Homo sapiens), P16066; in the data active means activation above about 40%
ABHD4 inh = ABHD4 inhibitors, primary screen, biochemical, fluorescence polarization, mouse; 0.54% of 370,000 active; inhibition, % at 8.92 µM; (Lyso)-N-acylphosphatidylethanolamine lipase (Mus musculus), Q8VD66; purified mABHD4, FP-Rh probe fluorescence polarization;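 active means inhibition exceeding the mean over every tested compound plus 3 SD, cut at about 30% in these data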;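 further: 0% = plate median of compound wells and 100% = S159A mutant with DMSO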
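Assay system: mABHD4 protein; medium: HEPES pH 7.0, NaCl, Pluronic buffer; dosing: 8.92 µM, single dose; schedule: 45 min + 60 min at 25 °C; signal: FP readout, ex 525 nm / em 598 nm; read-out: normalized percent inhibition of probe labeling; repeats: single replicate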
PG9 Ab binder = binders of HIV-1 gp120 antibody PG9, primary screen, biochemical, TR-FRET. TR-FRET gp120-PG9 antibody binding. inhibition, % at 6.7 µM. 0.43% of 360,000 active. HIV-1 gp120 / PG9 antibody interaction; in the data active means inhibition above about 8.5%
ARFGAP1 inh = inhibitors of rat ARFGAP1 GAP activity, primary screen, biochemical, fluorescence polarization, GDP tracer | AID 651572, 2012 | ADP-ribosylation factor GTPase-activating protein 1 (Rattus norvegicus), Q62848 | inhibition, % at 16.5 µM | Arfgap1-stimulated ARF1 GTP hydrolysis, GDP FP detection | 0.26% of 360,000 active;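 active means inhibition above a per-plate limit, mean inhibition of low control wells plus 3 SD, cut at about 25% in these data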;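 further: 0% = DMSO wells with enzyme and 100% = wells lacking Arfgap1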
Target sequence (Q62848 1-136 limits assumed): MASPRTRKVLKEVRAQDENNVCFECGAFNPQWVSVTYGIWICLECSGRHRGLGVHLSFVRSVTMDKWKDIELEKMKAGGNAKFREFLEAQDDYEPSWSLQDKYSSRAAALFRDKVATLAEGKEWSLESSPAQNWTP
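Material: truncated rat Arfgap1 GAP domain; Incubation: compound-enzyme preincubation 20 min, reaction 120 min, detection 60 min, 25 °C; Read-out: percent inhibition of Arfgap1-stimulated GTP hydrolysis; Technique: FP, GDP Alexa 633 tracer displaced from anti-GDP antibody, 620/688 nm; Controls: No-Arfgap1 wells (100%) versus DMSO full-reaction wells (0%); Replication: single well per compound.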
NR1D1 modulator = modulators of Rev-erb alpha DNA binding, primary screen, biochemical, FITC-DNA, fluorescence polarization, uHTS; Nuclear receptor subfamily 1 group D member 1 (Homo sapiens), P20393; Rev-erbα–FITC-DNA binding, 90 min; activity, % at 10 µM; 0.79% of 370,000 active;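 active means activity above about 14%, limit read from the data; passing the limit was not always enough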;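 further: 0% = DMSO wells with 35 nM protein and 100% = DMSO wells with 750 nM protein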
ASAP1 inh = inhibitors of human ASAP1 ArfGAP activity, primary screen, biochemical, fluorescence polarization | ASAP1-stimulated ARF1 GTP hydrolysis, GDP FP detection | AID 624377, 2012 | Arf-GAP with SH3 domain, ANK repeat and PH domain-containing protein 1 (Homo sapiens), … | inhibition, % at 16.5 µM | 0.19% of 360,000 active; in the data active means inhibition above about 25%;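 further: 0% = vehicle with enzyme and substrate and 100% = no enzyme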
Target sequence (Q9ULH1 325-724 limits assumed): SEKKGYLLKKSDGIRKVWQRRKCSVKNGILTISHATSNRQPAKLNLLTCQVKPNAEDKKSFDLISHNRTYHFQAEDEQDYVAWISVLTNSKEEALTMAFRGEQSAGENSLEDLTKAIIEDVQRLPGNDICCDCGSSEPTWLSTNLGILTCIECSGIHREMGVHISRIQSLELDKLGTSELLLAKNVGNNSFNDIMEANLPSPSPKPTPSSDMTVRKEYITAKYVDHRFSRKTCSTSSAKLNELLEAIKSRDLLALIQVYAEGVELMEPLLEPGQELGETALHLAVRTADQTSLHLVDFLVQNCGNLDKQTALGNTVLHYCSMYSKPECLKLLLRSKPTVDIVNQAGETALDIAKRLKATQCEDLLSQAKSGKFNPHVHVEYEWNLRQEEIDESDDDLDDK
Starred values were filed as active, the others as inactive; . = not tested or not shown.

SMILES	GC-B act	HTRA1 inh	SMARCA2 activ	rCAG binder	NPR1 activator	ABHD4 inh	PG9 Ab binder	ARFGAP1 inh	NR1D1 modulator	ASAP1 inh
Cc1cc(C)cc(N(CC(=O)Nc2ccc(C)cc2Cl)S(=O)(=O)c2c(C)[nH]c(=O)[nH]c2=O)c1	-2	1	3	40*	-3	-11	-0.7	10	-4	5
COC(=O)CN(c1ccc(OC)cc1OC)S(=O)(=O)c1ccccc1[N+](=O)[O-]	-10	0	1	0	-22	0	-0.3	-4	-6	5
Cc1cc(NS(=O)(=O)C2CCN(C(=O)Cc3ccc(Cl)c(Cl)c3)CC2)no1	-6	.	-1	9	3	3	.	.	1	.
Cn1c(=O)c2c(nc(SCc3ccc(F)cc3)n2C)n(C)c1=O	4	-5	-1	-1	9	-2	-1.8	-11	-6	16
C=CCN1C(=O)/C(=C/c2ccc(OC(C)=O)c(OCC)c2[N+](=O)[O-])SC1=S	18	14	-10	80*	21	-27	-0.4	6	16	17
CCCC(=O)OCC(=O)Nc1ccccc1C#N	-3	6	0	-1	-2	-5	0.3	9	1	11
Cc1ccc(N2C(=O)C3C(C2=O)N2CCCN2C3c2ccccc2)cc1C (centres undefined)	3	0	-2	5	0	2	0.6	14	0	-1
CN(CC(=O)N1CC=C(c2ccccc2)CC1)S(=O)(=O)c1cnc[nH]1	-4	6	2	1	5	-2	1.1	4	0	-1
Cc1cccc(-n2nc(CC#N)c(C#N)c2N)c1	2	6	-1	2	6	4	-1.2	-4	-8	0
Nc1nonc1-n1nnc(C(=O)N/N=C/c2ccc(Br)cc2)c1CSC1=NCCS1	-2	-39	-3	8	-4	-1	-2.9	9	0	25
CCOC(=O)c1c(N)sc(C(N)=O)c1C	-4	8	0	2	3	4	1.8	6	3	-3
O=C(/C=C/c1cc(Br)ccc1O)c1ccco1	-5	-6	3	8	-12	-8	-2.1	1	4	9
CC1CCN(c2nc3ccc(C(=O)NCCCN4CCCCC4)cc3s2)CC1	-5	-2	12*	3	3	-1	-1.0	-1	-10	0
Cc1cc(NS(=O)(=O)c2ccc(NC(=O)CSc3nc4ncccc4[nH]3)cc2)nc(C)n1	3	4	4	4	4	-6	-2.9	5	4	5
O=C(COC(=O)Cc1ccc(Br)cc1)NC12CC3CC(CC(C3)C1)C2	-6	-27	7	-6	-6	1	0.7	5	-2	-2
COc1ccc(OCCC(=O)OCC(=O)Nc2cccc(Br)c2)cc1	0	-16	3	-2	0	6	0.2	9	-3	11
CCNC(=O)C1(C)CCCN(Cc2noc(-c3c(C)noc3C)n2)C1 (centres undefined)	1	.	5	-1	3	-3	2.4	-3	-6	2
CS(=O)(=O)NCCCCCCNS(C)(=O)=O	0	4	-2	0	1	-5	-0.8	1	2	0
N#CCCCCN1CCCC1	4	7	-1	-3	2	-4	0.4	-1	-1	-6
CCNc1ccc(Br)cc(C(=O)/C=C/c2ccc3c(c2)OCO3)c1=O	9	52*	0	39*	-10	38*	-1.1	-4	-6	17
O=C(O)c1occc1CSc1ccccc1	1	-7	-4	5	0	5	-1.6	4	-4	0
CN(Cc1ccco1)C(=O)CCc1nc2sc3c(c2c(=O)[nH]1)CCCC3	3	0	8.2*	7	1	-3	1.4	-5	-2	10
COc1ccc(NC(=O)COc2nc(N(C)C)nc(N(C)C)n2)cc1	-5	9	1	-7	1	9	-0.2	-3	-3	-1
Cc1ccc(C)c(S(=O)(=O)N2CCN(C(C)C(=O)Nc3ccccc3-c3ccccc3)CC2)c1 (centres undefined)	0	-29	-2	6	-3	-9	0.6	-17	-2	-13
CN(C(=O)CSc1nc2cc(C(=O)O)ccc2c(=O)n1Cc1ccccc1)C1CCS(=O)(=O)C1 (centres undefined)	-7	3	0	10	2	-2	-0.2	12	-3	-10
Cc1nn(CCC(=O)NNC(=S)Nc2cccc(Cl)c2)c(C)c1[N+](=O)[O-]	1	-3	0	14	2	1	-1.4	6	-2	0
COc1ccc(Cc2nnc(SC(C)C(=O)Nc3ccc(C(N)=O)cc3)o2)cc1 (centres undefined)	2	-1	-5	5	-4	-4	0.8	2	-7	-2
NC(=O)CN1C(=O)C(O)(CC(=O)c2ccccc2O)c2ccccc21 (centres undefined)	-6	-2	2	1	-4	-1	0.1	-9	-2	3
Cc1cccc(Nc2cc(=O)[nH]c(=O)[nH]2)c1C	3	5	-2	0	1	-3	-0.8	10	5	-1
COc1ccc(C)cc1NC(=O)CN1CCN(c2ccccn2)CC1	-2	-3	6	-6	-1	-3	-3.0	3	-6	11
COc1ccc(OC)c(NC(=O)C2(C)CCN2Cc2ccccc2Cl)c1 (centres undefined)	-2	.	-2	3	-7	-2	2.2	25*	-3	-7
CNS(=O)(=O)c1cccc(C(=O)OC2CCOC2=O)c1 (centres undefined)	4	2	-2	3	2	0	-0.2	5	-1	-2
CCC1(c2ccc(C)cc2)NC(=O)N(C(C)C(=O)Nc2ccc(N3CCOCC3)cc2)C1=O (centres undefined)	0	-5	6	2	0	4	0.1	-11	-1	-4
CCCCCC(=O)N=Nc1c(O)[nH]c2ccc([N+](=O)[O-])cc12	28	4	-1	6	22	4	-0.7	12	-3	3
Cc1cc(C)c2cc(CN(CCO)C(c3nnnn3Cc3ccc(F)cc3)C(C)C)c(=O)[nH]c2c1 (centres undefined)	-6	.	0	3	-6	6	-2.8	3	8	19
COCCNC(=S)N/N=C/c1ccc(-c2ccc([N+](=O)[O-])cc2)o1	-2	9	1	9	2	2	-1.8	2	6	18
O=C(/C=C/c1cccs1)Nc1ccc(Br)cn1	-4	-11	3	7	-2	-4	0.2	-9	2	11
COc1cccc(C=Nc2cccc3c(=O)[nH][nH]c(=O)c23)c1O	-4	-6	0	3	-2	8	0.4	1	-1	-8
CCCCN(C)CCNC(=O)c1cc2c(=O)[nH]c3ccccc3c2n1C	-5	3	-1	9	2	-12	-0.6	3	1	0
O=C(c1ccccc1O)N1N=C(c2ccccc2)CC1(O)C(F)(F)F (centres undefined)	1	18	-3	2	-1	2	-0.8	6	-2	1
O=C(Nc1cc(Cl)ccc1Cl)c1ccc(-c2ccccc2)cc1	1	4	4	1	-3	-4	-1.9	6	1	-2
Cc1cc(C(=O)COC(=O)c2cccc(O)c2)c(C)n1C1CC1	2	-3	6	0	1	3	-3.0	-2	2	9
Cc1cc(OCC(O)CN2CCCC2)cc(C)c1Cl (centres undefined)	-8	2	0	1	0	5	-1.8	5	-1	13
CCCCC(CC(O)COCC(C)C)C(=O)NNC(=S)Nc1ccccc1 (centres undefined)	4	-6	1	0	1	5	0.5	4	1	-3
O=C(O)/C(=C\c1ccc(Cl)c([N+](=O)[O-])c1)c1ccc(S(=O)(=O)N2CCCCC2)s1	4	-36	4	38*	-1	7	-2.6	-10	0	1
Cc1cccc2cc3c(NC(=O)C(C)(C)C)nn(CC(C)C)c3nc12	-1	-18	6	-6	-7	4	-0.5	-3	5	-3
COc1ccc(/C=N\NS(=O)(=O)c2ccc(Br)cc2)cc1COc1ccccc1[N+](=O)[O-]	-4	-1	-3	10	0	-8	-1.7	2	-5	-10
O=C(c1cccc(Br)c1)N1CCCc2ccccc21	3	0	-1	-4	0	-4	-1.9	-1	-1	-6

Complete entries, looked up by structure. Values in the order: GC-B act, HTRA1 inh, SMARCA2 activ, rCAG binder, NPR1 activator, ABHD4 inh, PG9 Ab binder, ARFGAP1 inh, NR1D1 modulator, ASAP1 inh
`O=C(c1ccccc1O)N1N=C(c2ccccc2)CC1(O)C(F)(F)F` (centres undefined) is listed as 1, 18, -3, 2, -1, 2, -0.8, 6, -2, 1
`Cc1cc(OCC(O)CN2CCCC2)cc(C)c1Cl` (centres undefined) is listed as -8, 2, 0, 1, 0, 5, -1.8, 5, -1, 13

Next records:
SMILES	GC-B act	HTRA1 inh	SMARCA2 activ	rCAG binder	NPR1 activator	ABHD4 inh	PG9 Ab binder	ARFGAP1 inh	NR1D1 modulator	ASAP1 inh
O=C(Nc1cnccn1)c1ccc(F)cc1Cl	-3	-1	3	0	-4	-5	-3.0	-9	3	-14
Cn1c(=O)c2cc(NC(=O)CCc3ccc4c(c3)OCO4)ccc2n1Cc1ccc(F)cc1	4	.	-1	3	1	3	0.3	1	8	1
O=C(NCCNc1ccnc2cc(Cl)ccc12)c1ccccc1F	-4	0	-2	5	-5	-3	0.1	-4	-4	-1
O=C1C=CC(=O)N1c1ccc(O)cc1	7	3	-1	12	16	1	0.2	11	1	-8
CC(c1ccccc1)C1CC(=O)N(c2ccccc2)C1=O (centres undefined)	2	0	-3	3	-2	-5	-2.2	8	-6	6
CC(C)=N/N=C(/c1ccc([N+](=O)[O-])cc1)C12CN3CN(CN(C3)C1)C2	1	2	2	1	1	-2	-1.6	-3	-1	10
CCC(=O)Nc1ccc(C(=O)NNC(=O)C2CCCCC2)cc1	-2	3	-2	-2	0	-4	-1.4	4	1	9
COc1cccc(S(=O)(=O)NCc2ccc(C(=O)N3CCN(c4ccccc4OC)CC3)cc2)c1	3	-16	3	-6	0	-4	-1.2	20	-3	4
O=C(CS(=O)(=O)c1ccc(Cl)c(Cl)c1)Nc1ccccc1Cl	1	-35	-2	1	0	-3	-0.4	3	1	3
Cc1ccc(C(=O)NCCCN2CCOCC2)cc1S(=O)(=O)N1CCCCC1	-3	4	-1	-13	0	2	0.5	3	3	1
Cc1cccnc1C(c1ccc(F)cc1)N(C)C(=O)C1CCN(CCCOc2ccc(F)cc2)CC1 (centres undefined)	-5	.	-1	0	-2	4	0.4	6	4	1
CN1C(=O)c2ccc(C(=O)Nc3nccs3)cc2C1=O	-2	2	3	1	-2	-1	-1.5	-4	0	-14
Cc1ccc(CN(C)C[C@H]2OCc3cnnn3CCCC(=O)N([C@H](C)CO)C[C@@H]2C)cc1	2	.	2	-2	1	-2	0.4	-1	0	-1
O=C(c1cc2nc(-c3ccc(F)cc3)cc(C(F)(F)F)n2n1)N1CCOCC1	9	1	1	-2	4	6	0.3	-2	1	1
CC(C)c1ccc(S(=O)(=O)N2CCN(CC(=O)Nc3ccc4c(c3)OCO4)CC2)cc1	-2	-11	-1	-4	-6	-1	-2.2	-7	0	-10

Some entries already given, showing only PG9 Ab binder and ASAP1 inh.
compound,PG9 Ab binder,ASAP1 inh
Cc1cc(C)cc(N(CC(=O)Nc2ccc(C)cc2Cl)S(=O)(=O)c2c(C)[nH]c(=O)[nH]c2=O)c1,-0.7,5
CCCCN(C)CCNC(=O)c1cc2c(=O)[nH]c3ccccc3c2n1C,-0.6,0
CN(CC(=O)N1CC=C(c2ccccc2)CC1)S(=O)(=O)c1cnc[nH]1,1.1,-1

Source: PubChem BioAssay
